Screening results from PubChem BioAssay.
TGFb inhibitor = blocks TGF-b signaling; Potency, µM (titrated, usually from 46.1 µM), for the others: at the top dose activity, negative = inhibition, most hits filed as inhibitors; AID 588855; HepG2 CAGA-GFP TGF-b/SMAD3 reporter, GFP fluorescence, 18 h; TGF-beta stimulated, 500 pg/mL final; 410,000 compounds, 1.2% hits; also: potency is read from the fitted curve at half-maximal effect; % is scaled to controls: 0 for no effect and ±100 for the full control effect; nearly all actives have a fitted effect of over 65% in size
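TGF-beta reporter screen: HEPG2 CAGA-GFP, 1% FBS, 500 pg/mL TGF-beta final, 18 h; per-cell GFP summed per well; curves fitted and categorized by class.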
CCT modulator = modulators of cytosolic chaperonin (CCT/TRiC) activity; purified chaperonin ATPase assay, HTRF ADP detection, 30 min; activity change, % (test concentration not listed), hits read low; 360,000 compounds, 0.3% hits; AID 651819; in the data active = activity change below about -30%; also: % is scaled to controls: 0 for no effect and ±100 for the full control effect
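Enzyme 40 or 20 nM (batch-dependent) in Tris pH 7.4/KCl/MgCl2/DTT; cpd 76 uM single point; ATP 10 uM; 30 min 37 °C; Transcreener ADP HTRF detection, 30 min RT; ratio 665/615.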
Akt phos inh = inhibitors of Akt phosphorylation; Neuro2A IGF-stimulated pAkt S473 HTRF, 20 min; active compounds read low; activity change, % for hits at 50 µM; 360,000 compounds, 0.32% hits; in the data active = activity change below about -80%; inconclusive = mostly about -51% to -80%; also: % is scaled to controls: 0 for no effect and ±100 for the full control effect
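Neuro2A cells in DMEM with 0.5% FBS, overnight at 37 deg C, given compound at single 50 µM final, then IGF (6 nM final) for 20 min at 37 deg C. Lysed; phospho-Akt Ser473 by HTRF after 24 h, 665/615 ratio.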
Mm-Cpn inhibitor = M. maripaludis TRiC chaperonin inhibition. purified Mm-Cpn ATPase, ADP Transcreener TR-FRET. Potency, µM (top dose mostly 76.9 µM), without a hit: top-dose activity, negative = inhibition, most hits filed as inhibitors. AID 504842. 330,000 compounds, 0.031% hits; also: potency is read from the fitted curve at half-maximal effect; % is scaled to controls: 0 for no effect and ±100 for the full control effect; nearly all actives have a fitted effect of over 80% in size
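Measured: ADP formation by purified Mm-CPN. Conditions: 25 nM protein, 10 uM ATP, Tris pH 7.4 with Mg2+, K+ and DTT, 37°C for 30 min. Detection: Transcreener HTRF after 30 min at room temperature.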
EPAC2 ag = agonists of human EPAC2 (RAPGEF4); EPAC2 activation, biochemical qHTS; response scale: 100% = 6.5 mM cAMP response; Potency, µM (series often up to 154 µM), for inactives: top-dose activation, actives largely listed as activators; 360,000 compounds, 0.079% hits; AID 720711; also: potency is read from the fitted curve at half-maximal effect; nearly all actives have a fitted effect of over 50% in size
Target sequence (Q8WZA2 whole entry, looked up): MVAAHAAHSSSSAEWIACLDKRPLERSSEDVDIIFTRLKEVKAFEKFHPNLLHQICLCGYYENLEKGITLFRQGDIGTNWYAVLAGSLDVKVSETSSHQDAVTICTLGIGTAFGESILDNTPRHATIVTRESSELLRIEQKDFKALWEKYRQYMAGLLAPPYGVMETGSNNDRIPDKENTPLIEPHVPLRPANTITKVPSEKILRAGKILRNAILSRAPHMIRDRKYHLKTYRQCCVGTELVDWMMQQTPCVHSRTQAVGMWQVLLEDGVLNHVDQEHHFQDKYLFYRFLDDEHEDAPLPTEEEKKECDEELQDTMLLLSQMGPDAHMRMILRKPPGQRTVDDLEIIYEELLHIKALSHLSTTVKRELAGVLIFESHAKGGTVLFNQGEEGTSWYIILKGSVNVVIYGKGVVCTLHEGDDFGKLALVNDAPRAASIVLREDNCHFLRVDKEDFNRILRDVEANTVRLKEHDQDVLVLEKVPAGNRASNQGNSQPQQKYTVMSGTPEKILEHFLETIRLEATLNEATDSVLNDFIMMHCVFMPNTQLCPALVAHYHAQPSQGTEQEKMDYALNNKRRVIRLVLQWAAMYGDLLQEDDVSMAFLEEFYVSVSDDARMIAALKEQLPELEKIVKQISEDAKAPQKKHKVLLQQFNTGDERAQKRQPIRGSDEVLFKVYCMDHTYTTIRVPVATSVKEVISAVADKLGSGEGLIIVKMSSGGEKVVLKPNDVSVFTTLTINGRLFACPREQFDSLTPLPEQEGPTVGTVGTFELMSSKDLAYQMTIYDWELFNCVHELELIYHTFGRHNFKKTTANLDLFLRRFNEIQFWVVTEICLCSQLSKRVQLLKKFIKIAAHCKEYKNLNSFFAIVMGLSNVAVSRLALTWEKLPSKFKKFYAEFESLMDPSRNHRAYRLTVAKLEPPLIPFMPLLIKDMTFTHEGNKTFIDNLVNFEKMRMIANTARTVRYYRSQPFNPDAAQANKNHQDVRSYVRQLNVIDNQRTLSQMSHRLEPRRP
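Fluorescence exchange assay: 100 nM EPAC2 with 250 nM RAP1B-BODIPY-GDP and 50 uM GDP; compounds tested as a concentration-titration series (qHTS). Loss of Rap1-bound BODIPY-GDP fluorescence read at 480/540 nm; data normalized to 6.5 mM cAMP.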
EPAC2 antag = blocks human EPAC2 exchange factor | EPAC2 GEF exchange of Rap1B-BODIPY-GDP, fluorescence | Potency, µM (top dose mostly 114 µM), for inactives: at the top dose activity, negative = inhibition, actives largely listed as inhibitors | 360,000 compounds, 0.18% hits | AID 720708; also: potency is read from the fitted curve at half-maximal effect; % is scaled to controls: 0 for no effect and ±100 for the full control effect; nearly all actives have a fitted effect of over 45% in size; many of its hits are not listed in these tables
A549 tox = counter-screen for Nrf2 inhibitors: cytotoxicity in A549 cells; A549 ARE-Fluc cells, CellTiter-Fluor viability, 18-24 h; AID 504648; Potency, µM (series often up to 46 µM), for inactives: top-dose activity change, negative = cytotoxicity, most hits filed as inhibitors; 390,000 compounds, 0.16% hits; also: potency is read from the fitted curve at half-maximal effect; % is scaled to controls: 0 for no effect and ±100 for the full control effect
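A549 ARE_Fluc cells in 5% FBS OPTI-MEM were exposed to compounds in concentration-response for 18-24 h at 37 deg C. Viability was read by CellTiter-Fluor fluorescence (Ex 405/Em 525) after 30 min, before the luciferase read.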
Nrf2 block = inhibitors of Nrf2 signaling. A549 ARE-Fluc reporter, luciferase luminescence, 18-24 h. Potency, µM (titrated, usually from 46 µM), for inactives: at the top dose activity change, negative = inhibition, usual class: inhibitors. 360,000 compounds, 2.1% hits; also: potency is read from the fitted curve at half-maximal effect; % is scaled to controls: 0 for no effect and ±100 for the full control effect; nearly all actives have a fitted effect of over 60% in size
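Two sequential reads on A549 ARE_Fluc cells exposed to compound for 18-24 h: a CellTiter-Fluor fluorescence read for viability, then a luciferase luminescence read for Nrf2/ARE activity.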
Nrf2 ARE act = activators of Nrf2 (ARE) signaling; AREc32 ARE-luciferase reporter (MCF7-derived line), luminescence, 24 h; 410,000 compounds, 0.31% hits; Potency, µM (top dose mostly 46.1 µM), for the others: at the highest dose activation, hits mostly activators; AID 624171; also: potency is read from the fitted curve at half-maximal effect; % of control where 0% means no effect; nearly all actives have a fitted effect of over 65% in size
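AREc32 cells carrying an ARE-driven firefly luciferase, 1000 cells/well in OPTI-MEM with 5% FBS, dosed after overnight attachment and incubated 24 hr at 37 deg C. Steady-Glo luminescence read after 30 min at RT.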
* = called active by the depositor; i = inactive; u = inconclusive; x = not tested or not shown; & = joins results of further samples; [ ] = remark or other dose. Unless noted, calls follow the shape of the dose curve; as a rule, active = well fitted curve in the direction sought with a large enough effect; inconclusive = small, poorly fitted or top-dose-only effect, or another doubt; inactive = no such curve, though single readings can be large; an effect the other way counts as inactive or inconclusive.

Each structure is followed by: TGFb inhibitor	CCT modulator	Akt phos inh	Mm-Cpn inhibitor	EPAC2 ag	EPAC2 antag	A549 tox	Nrf2 block	Nrf2 ARE act
- C/C(=N\NC(N)=O)C1CC(CC(C)C)C(=O)O1 (stereo not given)
    -19%	0.4	i	0%	7%	-2%	3%	12%	0.1%
- Cc1ccc(N2CC(C(=O)NCCN3CCOCC3)CC2=O)cc1 (stereo not given)
    -16%	0.2	i	1%	4%	0%	2%	10%	-0.5%
- COc1ccc(Nc2nc(-c3c[nH]c4ccccc34)cs2)cc1
    -4%	-0.8	i	-2%	1%	-3%	-1%	9%	-0.5%
- O=C(Cn1cc(C(F)(F)F)cc(Cl)c1=O)NCc1ccc(F)cc1
    5%	-1.3	i	-1%	0%	-2%	1%	u	3.6%
- CCN1CCN(CCCNC(=O)c2cc3c(=O)oc4ccc(C)cc4c3s2)CC1
    -4%	-0.2	i	0%	-2%	-1%	6%	u	10.0%
- CCN1CCN(C(c2cccs2)C(C)NC(=O)C(=O)N2CCCCC2)CC1 (stereo not given)
    2%	-0.3	i	1%	1%	5%	3%	13%	-1.1%
- CC1CCCN(CC(=O)N2c3ccccc3Sc3ccccc32)C1 (stereo not given)
    -15%	1.0	i	0%	8%	-11%	11%	-10%	2.3%
- Cc1nnc(SCC(=O)O)s1
    6%	-1.3	i	1%	2%	16%	-4%	2%	0.2%
- CCC(C)Sc1ccc([C@@H]2[C@H]3C(=O)N(CC)C(=O)[C@H]3[C@]3(C(=O)OC)CCCCN23)cc1 (stereo not given in full)
    u	-5.3	i	0%	14%	2%	8%	u	0.3%
- O=C(CCS(=O)(=O)c1ccc(Cl)cc1)N1CCN(S(=O)(=O)c2cccs2)CC1
    u	1.1	i	-5%	2%	-6%	5%	4%	-0.2%

Taken from above:
COc1ccc(Nc2nc(-c3c[nH]c4ccccc34)cs2)cc1 @ CCT modulator: -0.8
Cc1nnc(SCC(=O)O)s1 @ Nrf2 block: 2%
Cc1ccc(N2CC(C(=O)NCCN3CCOCC3)CC2=O)cc1 (stereo not given) @ CCT modulator: 0.2

(next part)
Each structure is followed by: TGFb inhibitor	CCT modulator	Akt phos inh	Mm-Cpn inhibitor	EPAC2 ag	EPAC2 antag	A549 tox	Nrf2 block	Nrf2 ARE act
- Cn1c(=O)c2c(-c3ccccc3)n(-c3cccc(O)c3)cc2n(C)c1=O
    -14%	-0.1	i	x	10%	7%	x	x	-0.2%
- CCOC(=O)C1(C)CCCN1C(=O)c1sccc1C (stereo not given)
    -1%	0.1	i	x	9%	-10%	x	x	0.3%
- CCOc1ccc(/C=N/O)cc1
    1%	-0.3	i	1%	6%	9%	-2%	12%	-0.9%
- CC1(C)CC(=O)C2=C(C1)OC(N)=C(C#N)C21CCN(Cc2ccccc2)CC1
    22%	1.6	i	0%	1%	11%	-1%	13%	-0.7%
- CCOC(=O)CC1=C(C(=O)OCC)C(c2ccc(OC)cc2OC)C(C#N)=C(N)O1 (stereo not given)
    -16%	-2.5	i	3%	0%	-11%	-7%	1%	1.2%
- COc1ccc(-c2nnc(-c3ccc(C)cc3)o2)cc1
    6%	-3.7	i	-1%	2%	3%	-3%	u	-0.1%
- O=C(N/N=C/c1ccncc1)c1cnccn1
    8%	0.5	i	0%	20%	2%	-5%	2%	0.1%
- Cc1nc2sc(C(=O)N(C)c3ccccc3)c(NC(=O)c3ccccc3Cl)c2c(C)c1C
    16%	x	x	x	x	x	-4%	3%	-1.1%
- CN(C)C(=O)c1cccc(-c2cnc3cccnn23)c1
    -8%	-1.2	i	x	-5%	16%	x	x	-0.2%
- N#Cc1ccccc1NC(=O)COC(=O)c1ccc2c(c1)OCCO2
    11%	-2.3	i	-21%	-3%	3%	-4%	2%	2.5%
- Cc1ccc(-c2cc(C(=O)N3CCN(c4ncccn4)CC3)c3ccccc3n2)cc1
    -2%	-3.8	i	-4%	13%	-7%	-13%	u	-0.3%
- COc1ccc(OC)c(NC(=O)c2cnn(-c3ccccc3)c2C)c1
    2%	0.6	i	0%	3%	4%	-8%	-1%	5.5%
- O=C(O)c1c2c(nc3ccc(S(=O)(=O)N4CCC(C(=O)NCc5ccc(Cl)cc5)CC4)cc13)CCCC2
    -1%	1.9	i	-3%	-5%	4%	-5%&2%	0%&7%	-0.3%&-1.2%
- C/C(=N\NC(=O)c1ccc2c(c1)OCO2)c1ccc2c(c1)OCO2
    0%	0.2	i	3%	9%	-1%	-1%	u	2.0%
- CCn1c(CSc2nccn2C)nc2cc(C(=O)O)ccc21
    u	3.3	i	2%	0%	17%	-4%	9%	-0.5%
- O=C(NCc1ccccc1)c1cnc(Cl)c(Cl)c1
    u	-1.5	i	-1%	-3%	11%	-4%	5%	5.7%
- COc1cccc(NC(=O)C(NCC2CCCCC2)c2ccccc2)c1 (stereo not given)
    15%	-1.2	x	0%	0%[15.6 µM]	-17%	9%	23%	3.8%
- COC(C[C@H](O)[C@@H](C)[C@H](O)COCc1ccccc1)OC
    2%	1.1	i	1%	-1%	7%	3%	30%	-0.8%
- Cc1cccc(NC(=O)CNC(=O)CN2C(=O)NC3(CCc4ccccc43)C2=O)c1C (stereo not given)
    17%	-2.2	i	3%	2%	-10%	7%	2%	0.0%
- CCc1ccc(N(CC(=O)NCC2CCCO2)C(=O)CCC(=O)Nc2nccs2)cc1 (stereo not given)
    -5%	0.9	i	1%	6%	-7%	-4%	-5%	0.3%
- Cn1nc(C(=O)N2CCN(c3ccccc3F)CC2)c2c1-c1ccccc1SC2
    u	x	x	x	x	x	0%	u	-0.8%
- COc1ccc2c(c1)C(CC(C)=O)N(c1ccc(-c3cccs3)cc1)C(c1ccsc1)=C2 (stereo not given)
    x	0.3	i	x	10%	7%	x	x	0.9%
- CCC(=O)Oc1ccc(C2NC(=O)c3ccccc3O2)cc1OC (stereo not given)
    4%	-2.6	i	-4%	10%	-1%	5%	-12%	-0.2%
- Cc1c(Cl)cccc1N1C(=O)C2ON(c3ccccc3)C(c3cccnc3)C2C1=O (stereo not given)
    -2%	0.5	i	-1%	-5%	-2%[57.1 µM]	-7%	0%	-0.8%
- CC(NC(=O)c1c(N)[nH]c(C(=O)c2ccccc2)c1-c1ccccc1Br)c1cccc2ccccc12 (stereo not given)
    x	-1.6	i	x	16%	-2%	x	x	6.7%
- CC(C)c1ccc(OCC(=O)N2CCc3ccccc3C2)cc1
    -13%	3.6	i	-3%	16%	5%	5%	-14%	-0.4%[9.22 µM]
- O=C1c2ccccc2C(=O)N1CCSc1nc2ccccc2c(=O)n1CCCN1CCOCC1
    -2%	-2.1	i	0%	8%	-1%	0%	u	0.4%
- CC(C)=CCc1c(O)cc(O)c2c(=O)c3c(CC=C(C)C)c(O)ccc3oc12
    4µM*	0.2	i	x	13%	-16%	-17%	u	-1.8%
- Cc1cc(C)cc(N(C(=O)c2sc(C)nc2C)C(C(=O)NCc2ccco2)c2ccccc2)c1 (stereo not given)
    0%	-1.3	i	-11%	12%	1%	2%	u	0.3%
- CC(C)Nc1nc(Cl)nc(NCCOc2ccccc2)n1
    -4%	0.9	i	0%	-4%	4%	-7%	u	0.3%
- CCN1CCN(C(=O)c2ccc3c(c2)S(=O)(=O)c2ccccc2C3=O)CC1
    4%	2.8	i	3%	2%	2%	-1%	3%	0.1%
- C(=N\n1cnnc1)/c1ccc(OC2CSC2)cc1
    1%	4.0	i	1%	-3%	11%	7%	16%	-0.4%
- O=C(NC1CCCCC1)C1(c2ccccc2)CC1(Cl)Cl (stereo not given)
    1%	-1.1	i	2%	16%	5%	23%	4%	-0.3%
- O=C(NCc1cccc(C(F)(F)F)c1)C1CCN(c2ncccn2)CC1
    -15%	-0.8	i	0%	5%	-3%	-5%	2%	-0.3%
- O=C(CS(=O)(=O)c1nc(-c2ccc(Cl)cc2)cn1-c1ccccc1)Nc1ccc(F)cc1F
    u	x	x	x	x	x	7%	u	4.6%
- CCOC(=O)C1CCN(C(=O)/C=C/c2ccccc2)CC1
    20%	-1.0	i	-2%	5%	1%	1%	u	0.4%
- CCc1nc2nc(C)c(NS(=O)(=O)c3ccc(CC(C)C)cc3)c(=O)n2[nH]1
    12%	-0.3	i	2%	6%	-12%	0%	3%	-0.3%
- CC(C)c1ccc(C2CC(=O)c3cnc(NC(=O)c4ccco4)nc3C2)cc1 (stereo not given)
    12%	-1.5	i	-1%	-4%	u	-6%	12%	7.9%
- Cc1ccc(S(=O)(=O)NCc2ccc(C(=O)N3CCN(c4ccccn4)CC3)cc2)cc1
    -23%	-2.0	i	-1%	-6%	-2%	1%	-27%	-0.5%
- CC(=O)c1cc(F)c(N2CCN(C(=O)COc3ccccc3F)CC2)cc1C
    1%	1.9	i	-2%	9%	-11%	0%	-1%	1.6%

This is a subset; the hit share may differ from the screen's.
